# p53ts 39C tox = p53ts cell cytotoxicity, nonpermissive temperature | H1299-p53A138V viability at 39C, ATP luminescence, 24 h | Potency, µM (top dose mostly 46.1 µM), for inactives: at the highest dose activity change, negative = cell killing, most hits filed as cytotoxic | 130,000 tested, 1.5% active; active = well fitted cell-killing curve with a large enough effect; inconclusive = small, poorly fitted or top-dose-only effect; inactive = no such curve, though single readings can be large or run the other way; also: nearly all actives have a fitted effect of over 55% in size
# Active calls of the source: *; u = inconclusive. % is scaled to controls: 0 for no effect and ±100 for the full control effect; potency is read from the fitted curve at half-maximal effect.
SMILES,p53ts 39C tox
O=C(Nc1ccc(Cl)cc1C(F)(F)F)c1ccccc1Cl,10%
Cc1cccc(C(=O)N[C@H](C(=O)OCc2cc(=O)n3c(n2)sc2ccccc23)C(C)C)c1,10%
C=CCNC(=S)NNC(=O)c1ccc(Br)cc1,15%
O=C(CSc1nc2ccccc2[nH]1)NCc1ccc2c(c1)OCO2,-6%
O=C(C1=NN[C@@H]2C(=O)N(c3cccc(F)c3)C(=O)[C@H]12)c1ccc2ccccc2n1,20%
CCOC(=O)c1c(/N=C/c2cc(C)ccc2O)sc2c1CCC2,-4%
O=C(NC12CC3CC(CC(C3)C1)C2)c1ccc(-c2cccc(Cl)c2)o1,-16%
COC(=O)c1cccc(NC(=S)Nc2cccc(Cl)c2Cl)c1,0%
CCOc1ccc(NC(=O)CN(C)CC(=O)Nc2ccccc2SC)cc1OCC,14%
COc1cc(CNCCc2ccc(S(N)(=O)=O)cc2)ccc1OCC(=O)NC(C)(C)C,-1%
CCN1CCN(CC2CC3C=CC2C3)CC1 (stereo not given),9%
CCN(CC)c1ccc(/C=C(\C#N)C(=O)NCc2ccco2)cc1,-12%
COc1ccc(-n2c(CCc3ccccc3)nnc2SCC(=O)c2ccc(Cl)cc2)cc1,-8%
COc1cc2c(cc1NC(=O)c1ccc(C)c([N+](=O)[O-])c1)oc1ccccc12,4%
Cc1cc(C(=O)CN2C(=O)NC3(CCCC3)C2=O)c(C)n1-c1ccc2c(c1)OCO2,-1%
CCCCCn1c(N)c(-c2nc3ccccc3o2)c2c([N+](=O)[O-])nn(C)c(=O)c21,2%
COC(=O)N/N=C\c1c(C)nn(-c2ccccc2)c1Cl,-17%
O=C(NCC1CCCO1)C(c1cccs1)N(C(=O)c1ccc(CN2CCOCC2)o1)c1ccc(Cl)cc1 (stereo not given),-6%
COCCNC(=O)c1cccc(C)c1[N+](=O)[O-],10%
CCN(Cc1ccccc1)S(=O)(=O)c1cc(C(=O)NCC2CCCCC2)ccc1OC,2%
Cc1cccc(Nc2nnc(SCC3CCCCO3)s2)c1 (stereo not given),u
Cc1ccc(C)c(CS(=O)(=O)c2cn(CC(=O)N3CCC(C)CC3)c3ccccc23)c1,-2%
O=P(Cc1ccccc1)(c1ccccc1)c1ccccc1,6%
CCOC(=O)Cc1c(Sc2ccccc2)c2ccccc2n1C,23%
COC(=O)c1ccc(/C=C/c2ccc3cccc(OC(C)=O)c3n2)cc1,u
CCC(=O)NC(/C=C/c1ccccc1)c1cc([N+](=O)[O-])c2cccnc2c1O (stereo not given),12%
O=C(Nc1ccccc1OC(=O)c1ccc(Cl)cc1)c1ccc(Cl)cc1,u
CCCCCCn1nc(C(=O)Nc2nc3c(s2)CCCC3)c2ccccc2c1=O,16%
Fc1ccc(NC(=S)Nc2ccccc2OC(F)F)cc1Cl,-9%
COc1ccc(C2=NN(C(=O)CSc3ncccn3)C(c3ccc(OC)cc3)C2)cc1 (stereo not given),-10%
CC1CCc2c(sc(NC(=O)CSc3nc4c(c(C(F)(F)F)n3)CCc3ccccc3-4)c2C(N)=O)C1 (stereo not given),-1%
S=C(Nc1ccccc1Oc1ccccc1)Nc1cccc(Cl)c1Cl,-12%
O=C(NCCN1CCOCC1)c1cc(Cl)ccc1[N+](=O)[O-],-4%
Cc1cc(/C=C2/SC(=O)N(CC(=O)N3CCOCC3)C2=O)c(C)n1-c1ccccc1F,u
CC1(C)CC2CC(C)(CN2C(=O)COC(=O)CNC(=O)c2ccc(Cl)c(Cl)c2)C1 (stereo not given),-14%
Cc1ccc(-c2cc(C(=O)OCC(=O)Nc3ncc(C(F)(F)F)cc3Cl)c3ccccc3n2)cc1,14%
CC(C)c1ccccc1NC(=O)COC(=O)Cc1ccsc1,-9%
C=CCOc1c(Br)cc(CNc2ccc(NC(=O)C(C)C)cc2)cc1OCC,-12%
CC(=O)/C(=N\Nc1ccc(Cl)cc1)Sc1nnc(-c2ccccc2)n1-c1ccccc1,-20%
Cc1ccnc(NS(=O)(=O)c2ccc(NC(=O)c3cncc(Br)c3)cc2)n1,6%
Cc1[nH]c2ccccc2c1C(Nc1nccs1)c1ccncc1 (stereo not given),21%
COc1ccc(OC)c(C2C3=C(CCCC3=O)Nc3nnnn32)c1 (stereo not given),10%
COc1cc(NC(=O)CN2CCCCC2)c(C)cc1[N+](=O)[O-],-18%
Cc1nnc(N/N=C/c2ccc(O)c([N+](=O)[O-])c2)[nH]c1=O,8%
N#CCC(=O)N/N=C1\CCCCC1C1CCCCC1 (stereo not given),-9%
COc1ccc(OCC(=O)OCCNC(=O)c2cccnc2)cc1,0%
NC(=S)N/N=C/c1coc2c(ccc3ccccc32)c1=O,10%
N#C/C(=C\c1ccc(-c2ccc([N+](=O)[O-])cc2Br)o1)C(=O)N1CCN(c2ccccc2)CC1,-15%
Cc1ccc(N=Cc2c(O)n(-c3nccs3)c(=O)c3ccccc23)cc1,6%
Cc1ccc(/C=C/C(=O)NCCCc2ccccc2)cc1,-24%
COc1ccccc1CNC(=O)c1cccc(C)c1[N+](=O)[O-],-25%
Cc1cc2oc(=O)cc(Cn3nnc(-c4ccc(Cl)cc4)n3)c2cc1C(C)C,4%
COc1ccc(CNC(=O)C(=O)NCC(c2ccco2)N2CCOCC2)cc1 (stereo not given),-8%
O=C(CSc1nc2[nH]ncc2c(=O)[nH]1)N1CCCCC1,1%
C/C(=N\NC(=O)CSc1nnc(C)s1)c1ccc(Cl)cc1,37%
N/C(=N\OC(=O)CCC1CCCC1)c1cccnc1,5%
O=C1C=CC(=O)N1CCCCCCN1C(=O)C=CC1=O,u
O=C(CCCCCNC(=O)c1ccccc1)N/N=C/c1ccc(O)cc1O,-12%
O=C(CSc1nc2ccccc2s1)N1N=C(c2cccs2)CC1c1ccc(F)cc1 (stereo not given),-17%
O=C(CSc1nc2ccccc2[nH]1)NC1CCCc2ccccc21 (stereo not given),-12%
# Next section:
SMILES,p53ts 39C tox
Cc1cccc(NC(c2ccc(C)s2)c2ccc3ccc(C)nc3c2O)n1 (stereo not given),-9%
CCOC(=O)C1CCCN(C(=S)Nc2cccc(Cl)c2C)C1 (stereo not given),20%
COCCCNC(=S)NNC(=O)c1csc2ccccc12,-6%
O=C(CSc1nc2cc([N+](=O)[O-])ccc2n1-c1ccccc1)NCc1ccc2c(c1)OCO2,10%
Cn1nc([N+](=O)[O-])nc1Sc1ccc(Cl)cc1,4%
N=C1CCCN1CC(=O)c1ccc(Br)cc1,-14%
O=C(Cn1c2ccccc2c(=O)c2ccccc21)N/N=C/c1cc([N+](=O)[O-])ccc1N1CCCCC1,1%
Cc1cccc2c1N(CCOc1ccc(C(C)(C)C)cc1)C(=O)C2=O,4%
NS(=O)(=O)c1ccc(N2N=C(c3ccccc3)CC2c2ccccc2)cc1 (stereo not given),-6%
CCOc1cc(C(=O)Nc2cc(C)ccc2C)ccc1OCC(=O)N1CCCCC1,-7%
Cc1ccc(-c2ccc(SCC(=O)N3CCc4ccccc43)nn2)cc1,-8%
C/C(=N\O)C1(C)N(O)C(C)(C)C(c2ccco2)=[N+]1[O-] (stereo not given),1%
Cc1cccc(C)c1NC(=O)C1(N2C(=O)CC2c2ccccc2)CCCCC1 (stereo not given),-6%
COc1cc2nc(/C=C/c3cc(OC)c(OC)c(OC)c3)sc2cc1SC,-10%
CC(OC(=O)/C=C/c1ccco1)C(=O)Nc1cccc([N+](=O)[O-])c1 (stereo not given),10%
Cc1cc(C)nc(SCc2csc(-c3ccccc3)n2)n1,-1%
CCCOc1ccc(NC(=O)C(=O)NCCCn2ccnc2)cc1,-8%
C/C(=N\NC(=O)OC(C)(C)C)c1cccc([N+](=O)[O-])c1,-7%
CC(C)(C)C(=O)NNc1nc(-c2ccccc2)c2cc(Br)ccc2n1,7%
CCOC(=O)C1=C(C)N(C)C(=S)NC1c1ccccc1 (stereo not given),15%
CCc1ccc(/C=C2/C(=O)N(c3ccccc3)C(=S)N2CC(=O)OC)s1,-8%
CC(C)COC(=O)/C(C#N)=C/c1c[nH]c2ccccc12,1%
N#CC1(c2ccc(NC(=O)c3ccccc3F)cc2)CCCC1,u
CCn1c(C)cc(/C=C2/SC(=S)NC2=O)c1C,u

# The closing three compounds of the section above come first, to join the parts:
SMILES,p53ts 39C tox
CC(C)COC(=O)/C(C#N)=C/c1c[nH]c2ccccc12,1%
N#CC1(c2ccc(NC(=O)c3ccccc3F)cc2)CCCC1,u
CCn1c(C)cc(/C=C2/SC(=S)NC2=O)c1C,u
O=C(COc1ccccc1)NCc1nnc2c3ccccc3c(-c3ccccc3)nn12,6%
COc1ccc(NC(=S)N2CCN(Cc3ccco3)CC2)c(OC)c1,3%
COc1cc(NC(=O)COC(C)=O)c(C)cc1[N+](=O)[O-],-9%
CCOC(=O)/C(=N\Nc1ccc(Cl)cc1)Sc1nnc(-c2ccc(OC)cc2)n1C,17%
CC(=O)C1=C(O)C(=O)N(c2cccc(C(=O)O)c2)C1c1ccccc1F (stereo not given),22%
O=C(CCC(=O)c1ccc(Oc2ccccc2)cc1)Nc1cccc(Cl)c1,-2%
COCCn1c(=NC(=O)c2nc3ccccc3s2)sc2cc(S(C)(=O)=O)ccc21,21%
COc1ccc(Cl)cc1NC(=O)COC(=O)C(CC(C)C)N1C(=O)C2CC=CCC2C1=O (stereo not given),7%
CCn1c(/N=C/c2ccccc2NS(=O)(=O)c2ccc(C)cc2)nc2ccccc21,8%
Cc1cc(NS(=O)(=O)c2ccc(N3C(=O)C4C5C=CC(C5)C4C3=O)cc2)nc(C)n1 (stereo not given),20%
COc1cccc(C(Nc2ccccn2)c2c(NC(=O)c3ccco3)sc(C)c2C)c1 (stereo not given),8%
Cc1ccc(-c2cn(-c3ccc(SC(F)F)cc3)c3[n+]2CCC3)cc1,-5%
O=C(COC(=O)CCC(NC(=O)OCc1ccccc1)C(=O)OCC(=O)Nc1ccccc1)Nc1ccccc1 (stereo not given),4%
CCCCOP(=O)(OCCCC)C(Nc1ccccc1)c1ccc2c(c1)OCO2 (stereo not given),-2%
CC(=O)N(C)c1ccc(NC(=S)Nc2cccc3ccccc23)cc1,5%
CC(C)CNC(C(=O)Nc1ccc([N+](=O)[O-])cc1Br)c1ccccc1 (stereo not given),-3%
Cc1ccc(NCN2C(=O)C(=O)c3ccccc32)nc1,-22%
CCOC(=O)c1cc2c(nc1NC(=S)Nc1ccccc1)CC(C)(C)OC2,-13%
Cc1cccc(NC(=O)CCNC(=O)c2ccco2)c1,0%
O=C(C(=O)N1CCc2ccccc2C1)c1cn(CC(=O)N2CCOCC2)c2ccccc12,3%
O=C1N=C(N2CCN(c3ccccc3)CC2)S/C1=C/c1cccs1,-15%
Cc1c(CN(C)C(=O)/C=C/c2ccc([N+](=O)[O-])cc2)cnn1C,-14%
Cc1ccc(N(CC(=O)N/N=C/c2ccc(OC3CSC3)cc2)S(=O)(=O)c2ccccc2)c(C)c1,6%
N#Cc1c(-c2ccccc2)cc(C2CC2)nc1SCC(=O)O,11%

# 16 compounds from above, sorted by SMILES length, low to high:
SMILES,p53ts 39C tox
Cc1cccc(NC(=O)CCNC(=O)c2ccco2)c1,0%
Cc1ccc(NCN2C(=O)C(=O)c3ccccc32)nc1,-22%
N#Cc1c(-c2ccccc2)cc(C2CC2)nc1SCC(=O)O,11%
COc1ccc(NC(=S)N2CCN(Cc3ccco3)CC2)c(OC)c1,3%
O=C1N=C(N2CCN(c3ccccc3)CC2)S/C1=C/c1cccs1,-15%
CCCCOP(=O)(OCCCC)C(Nc1ccccc1)c1ccc2c(c1)OCO2 (stereo not given),-2%
CCOC(=O)c1cc2c(nc1NC(=S)Nc1ccccc1)CC(C)(C)OC2,-13%
Cc1ccc(-c2cn(-c3ccc(SC(F)F)cc3)c3[n+]2CCC3)cc1,-5%
Cc1c(CN(C)C(=O)/C=C/c2ccc([N+](=O)[O-])cc2)cnn1C,-14%
COc1cccc(C(Nc2ccccn2)c2c(NC(=O)c3ccco3)sc(C)c2C)c1 (stereo not given),8%
CCn1c(/N=C/c2ccccc2NS(=O)(=O)c2ccc(C)cc2)nc2ccccc21,8%
CCOC(=O)/C(=N\Nc1ccc(Cl)cc1)Sc1nnc(-c2ccc(OC)cc2)n1C,17%
O=C(C(=O)N1CCc2ccccc2C1)c1cn(CC(=O)N2CCOCC2)c2ccccc12,3%
COc1ccc(Cl)cc1NC(=O)COC(=O)C(CC(C)C)N1C(=O)C2CC=CCC2C1=O (stereo not given),7%
Cc1cc(NS(=O)(=O)c2ccc(N3C(=O)C4C5C=CC(C5)C4C3=O)cc2)nc(C)n1 (stereo not given),20%
Cc1ccc(N(CC(=O)N/N=C/c2ccc(OC3CSC3)cc2)S(=O)(=O)c2ccccc2)c(C)c1,6%

# The list goes on:
SMILES,p53ts 39C tox
O=C(NC1CCCCC1)Nn1c(-c2ccccc2)nc2ccccc2c1=O,7%
O=C1c2ccccc2C(=O)N1CN(C(=O)COc1ccc(Cl)cc1Cl)c1cccc(F)c1,9%
COc1ccc2c(c1)C(=NNC(=O)c1ccccn1)c1cc(OC)ccc1-2,-3%
Cc1ccccc1-n1c(C)nnc1SCC(=O)NNC(=O)c1ccccc1,-12%
Cc1cc(C2=NNC(=NC3CC3)SC2)c(C)n1-c1ccccc1,10µM*
N#CC1(NC(=O)COc2ccc3oc4ccccc4c3c2)CCCCC1,-2%
CCOc1ccc(/C(O)=C2/C(=O)C(=O)N(CCN(C)C)C2c2ccccc2)cc1Cl (stereo not given),14%
CC1CCc2c(sc3nc(CN4CCN(S(=O)(=O)c5ccccc5[N+](=O)[O-])CC4)[nH]c(=O)c23)C1 (stereo not given),5%
O=C(N/N=C/C=C/c1ccc([N+](=O)[O-])cc1)C1COc2ccccc2O1 (stereo not given),-20%

# Screening data as filed in PubChem BioAssay.

# Only part of the results is shown; count on the stated rates, not on these rows.
